Screens from PubChem.
M1 ag = agonists of human M1 muscarinic receptor; P11229; CHO-K1 hM1, Fluo-8 calcium fluorescence, agonist mode; 0% DMSO, 100% acetylcholine EC100; activation, % at 3 µM; 360,000 tested, 0.33% active; AID 588814;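 active = activation above the run's mean compound activation plus 3 SD, cut at about 16% in these data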;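 also: peak over basal fluorescence ratio within a 140 s kinetic read after compound addition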
Target sequence (P11229 whole entry, looked up): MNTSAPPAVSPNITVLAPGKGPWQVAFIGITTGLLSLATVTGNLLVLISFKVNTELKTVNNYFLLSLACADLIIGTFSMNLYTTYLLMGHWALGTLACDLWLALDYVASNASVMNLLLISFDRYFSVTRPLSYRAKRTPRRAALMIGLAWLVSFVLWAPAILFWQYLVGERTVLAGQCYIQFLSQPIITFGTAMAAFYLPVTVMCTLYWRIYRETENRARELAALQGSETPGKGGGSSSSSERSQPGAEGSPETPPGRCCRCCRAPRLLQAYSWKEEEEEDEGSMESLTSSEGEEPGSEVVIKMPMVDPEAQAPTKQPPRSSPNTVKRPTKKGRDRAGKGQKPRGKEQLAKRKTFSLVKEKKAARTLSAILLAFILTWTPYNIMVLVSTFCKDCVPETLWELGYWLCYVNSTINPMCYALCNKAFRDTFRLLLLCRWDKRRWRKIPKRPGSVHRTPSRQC
M1 PAM = human CHRM1 positive allosteric modulation; P11229; CHO-K1 hM1, Fluo-8 calcium fluorescence, ACh EC20; 0% = ACh EC20, 100% = maximal ACh; activation, % at 3 µM; 360,000 tested, 0.088% active; AID 588819; in the data active = activation above about 19%, passing the limit was not always enough
TAAR1 antag = human TAAR1 antagonism; 360,000 tested, 1.5% active; AID 624466; Q96RJ0; CHO RD-HGA16 TAAR1, Fluo-8 calcium fluorescence, antagonist; inhibition, % at 3 µM;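 active = inhibition above a per-plate cutoff, the mean inhibition of test compounds on that plate plus 3 SD, cut at about 49% in these data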;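 also: 0% = DMSO plus EC80 beta-PEA response and 100% = DMSO alone without agonist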
Target sequence (Q96RJ0 whole entry, looked up): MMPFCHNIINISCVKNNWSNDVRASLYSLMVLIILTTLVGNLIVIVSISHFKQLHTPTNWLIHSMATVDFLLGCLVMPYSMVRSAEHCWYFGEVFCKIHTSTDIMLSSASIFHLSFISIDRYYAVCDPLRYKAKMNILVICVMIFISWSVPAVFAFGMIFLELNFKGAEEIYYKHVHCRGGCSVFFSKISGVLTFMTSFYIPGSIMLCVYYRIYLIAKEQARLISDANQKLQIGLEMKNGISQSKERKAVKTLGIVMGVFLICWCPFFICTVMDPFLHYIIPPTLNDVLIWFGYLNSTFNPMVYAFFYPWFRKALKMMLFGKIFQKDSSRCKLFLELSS
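System: CHO RD-HGA16 cells bearing hTAAR1. Reagent: EC80 β-phenethylamine stimulus. Schedule: seeding 17-24 h prior, 75-min 37 °C, 30-min RT dye loading. Signal: Fluo-8 intracellular calcium dye fluorescence, real-time kinetic reads. Read-out: % inhibition from peak post-agonist over basal fluorescence ratio. Benchmarks: vehicle wells and EC80 agonist wells. Replicates: n of 1.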
M1 antag = antagonists of human M1 muscarinic receptor | CHO-K1 hM1, Fluo-8 calcium fluorescence, ACh EC80 antagonist | AID 588852 | P11229 | inhibition, % at 3 µM | 360,000 tested, 1.3% active;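 active = percent inhibition above its own plate's cutoff, namely the mean of that plate's compound wells plus 3 SD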;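 also: peak over basal fluorescence ratio during 140 s after agonist addition; 0% = ACh EC80 plus DMSO and 100% = DMSO alone without agonist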
CHO-K1 Ca ag = M1 agonist counterscreen hit in parental CHO-K1 cells. 360,000 tested, 0.48% active. Fluo-8 calcium fluorescence; scaled to maximal ATP response, vehicle zero. activation, % at 3 µM; in the data active = activation above about 15%;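 also: untransfected CHO-K1 host cells lacking M1 receptor as counterscreen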
TAAR1 ag = agonists of human TAAR1; activation, % at 3 µM; Q96RJ0; 360,000 tested, 0.99% active; CHO RD-HGA16 TAAR1, Fluo-8 calcium fluorescence; vehicle wells 0%, saturating PEA agonist 100%;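 active = activation above the mean activation of all test compounds in the run plus 3 SD, cut at about 38% in these data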
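test system = CHO RD-HGA16 cells carrying human TAAR1 plus Gα16 | schedule = 17-24 h seeding, 75 min 37 °C dye, 30 min RT | compound dosing = 3 µM single concentration | control set = DMSO and PEA EC100 | replicates = n 1 | signal = Fluo-8 fluorescence, 5 s baseline then 140 s kinetic read | measure = percent activation vs PEA EC100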
CHO parental Ca = signal in parental CHO cells, OX1R antagonist counter-screen; parental CHO-K1, ATP-induced calcium, Fluo-8 fluorescence; inhibition, % at 5.6 µM; 330,000 tested, 0.63% active; AID 463079;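 active = inhibition above that plate's mean sample inhibition plus 3 SD, cut at about 26% in these data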;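 also: 0% = ATP-challenged DMSO wells and 100% = DMSO wells without ATP; some compounds past the cut are filed as inactive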
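Test system: parental CHO cells; detection: calcium-sensitive Fluo-8 fluorescence; evaluation: percent inhibition of calcium signal; also added: ATP as calcium-mobilizing challenge; repeats: one well per compound; control set: ATP-challenged DMSO wells low, unchallenged DMSO wells high; compound: single nominal dose of 5.6 µM per compound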
M1 PAM parental = nonselective activator or artifact in parental CHO-K1 calcium assay | ATP EC20, Fluo-8 calcium fluorescence; 0% at ATP EC20, 100% at ATP max | activation, % at 3 µM | 360,000 tested, 0.02% active | AID 602247;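 active = activation above the run cutoff, the mean activation of all test compounds plus 3 SD, cut at about 40% in these data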;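 also: peak over basal fluorescence ratio in a 140 s read after ATP addition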
CHO-K1 Ca antag = counter-screen for M1 antagonists: effect in parental CHO-K1 cells | inhibition, % at 3 µM | 360,000 tested, 0.6% active | ATP-induced calcium, Fluo-8 fluorescence;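 active = inhibition above a per-plate cutoff, the plate's mean sample inhibition plus 3 SD, cut at about 24% in these data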;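 also: 0% = DMSO plus EC80 ATP and 100% = DMSO alone without ATP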
Starred values were filed as active, the others as inactive; · = not tested or not shown.

SMILES	M1 ag	M1 PAM	TAAR1 antag	M1 antag	CHO-K1 Ca ag	TAAR1 ag	CHO parental Ca	M1 PAM parental	CHO-K1 Ca antag
Cc1c(C)n(CCO)c2ncnc(Nc3ccc(F)cc3)c12	-3.1	3.5	-6.1	43.5*	1.5	-0.4	-5.7	8.8	-9.2
CC(C)CC(=O)Nc1nnc(S(=O)(=O)N2c3ccccc3CC2C)s1 (stereo not given)	-1.5	7.7	-20.5	-6.2	-0.2	1.9	-13.8	20.4	-20.1
COc1ccccc1N1CCN(C(=O)c2cc3cc(C)ccc3[nH]2)CC1	-2.6	-1.6	-13.7	5.6	0.1	1.2	-6.5	-0.1	-1.1
Cc1ccc(S(=O)(=O)NC2(C(F)(F)F)NC(=O)N(Cc3ccccc3)C2=O)cc1 (stereo not given)	-0.8	10.0	-0.2	-9.1	0.5	0.2	-8.9	18.3	-8.9
Cc1ccc(C(C)C)c(OCc2ccc(-c3nnco3)cc2)c1	-0.7	5.9	11.9	-20.4	0.0	36.5	-6.2	12.0	-8.8
Cc1ccc(S(=O)(=O)NNC(=O)c2sccc2-n2cccc2)cc1	-4.2	-0.8	5.5	-1.2	0.2	0.2	-5.8	7.4	0.1
COc1ccc(C(C(=O)NCC2CCCO2)N(C(=O)CNC(=O)c2cccs2)c2ccccc2)cc1OC (stereo not given)	-4.4	-8.6	2.7	15.1	-0.1	1.3	-16.0	-16.4	23.7*
O=C1C(Cl)=C(NC(=O)c2ccccc2)C(=O)C(Cl)=C1NC(=O)c1ccccc1	0.7	7.8	69.5*	14.8	2.9	53.0*	5.4	16.8	-2.9
CC(C)C1CC(CCN2CCCCC2)(c2ccccc2)CCO1 (stereo not given)	-15.5	-34.6	6.2	20.7	-0.2	12.0	-30.9	7.7	-1.7
CCOc1ccc(C2CC(c3c(O)c4ccccc4oc3=O)=NN2c2ccccc2)cc1OC (stereo not given)	0.1	4.5	-13.9	-10.7	0.6	7.0	-7.1	13.3	-13.9
N#CC1=C(N)SC(N)=C(C#N)C1C1CC=CCC1 (stereo not given)	-3.3	3.5	17.2	5.6	1.7	3.0	-10.5	18.6	-8.4
O=C(NCCSCc1c(F)cccc1Cl)Nc1ccccc1	-1.1	-5.5	·	3.6	1.9	·	-17.2	-14.3	10.2
C[C@H](NC(=O)c1ccco1)C(=O)N1CCN(c2ccc(C(F)(F)F)cn2)CC1	-7.0	6.8	3.1	-8.3	2.3	-0.1	-12.1	9.4	-15.1
Cc1ccccc1N/N=C/c1ccc(C#N)cc1	-5.2	-4.6	-2.5	1.3	0.1	7.8	-11.4	23.3	-9.1
c1ccc(N2CCN(c3ncccn3)CC2)cc1	-1.7	9.4	-19.8	-9.3	-0.2	12.7	7.1	9.7	1.2
COc1ccc(/C=C/S(=O)(=O)NCc2ccccc2)cc1OC	-2.9	0.8	-1.6	7.2	-0.2	4.5	-23.7	-2.5	14.1
COc1cc(/C=C(\NC(C)=O)C(=O)NC(C)(C)CC(C)(C)C)ccc1OC(C)=O	1.8	4.2	-8.6	-8.8	0.3	-0.1	-11.3	0.4	-5.9
CC1CN=C(N(C(=S)Nc2ccccc2)c2cccc(C(F)(F)F)c2)S1 (stereo not given)	-5.1	1.2	-28.1	5.7	9.6	0.1	-23.8	2.3	0.2
Cc1ccc(C)c(S(=O)(=O)NCc2ccc(C(=O)N3CCC(Cc4ccccc4)CC3)cc2)c1	-3.8	-8.3	9.4	14.3	0.3	2.3	-7.4	3.1	5.0
O=C(COc1cccc2c1CCNC2=O)Nc1ccc(F)cc1	-2.3	-2.9	-3.4	4.5	0.6	1.8	·	-11.3	2.2

Structures listed so far printed as active in M1 antag:
Molecule	M1 ag	M1 antag
Cc1c(C)n(CCO)c2ncnc(Nc3ccc(F)cc3)c12	-3.1	43.5*

Next part.
SMILES	M1 ag	M1 PAM	TAAR1 antag	M1 antag	CHO-K1 Ca ag	TAAR1 ag	CHO parental Ca	M1 PAM parental	CHO-K1 Ca antag
Cc1ccc(C(=O)COC(=O)CCC(=O)Nc2ccccc2Cl)cc1[N+](=O)[O-]	-6.9	0.9	-7.8	-0.7	0.5	1.1	-5.0	6.6	-10.9
O=C(CCCCCN1C(=O)c2cccc3cccc(c23)C1=O)NCCCO	-3.6	5.5	-7.3	-15.1	0.5	4.3	5.4	14.3	-4.9
COc1ccc(CN(C)CC2CCCN(CCc3ccc(Cl)cc3)C2)cc1OC (stereo not given)	-9.7	-7.7	-12.7	-6.2	1.1	0.3	-24.8	-1.7	-10.2
CC(NS(=O)(=O)c1ccc(Br)cc1)C(=O)NCc1ccco1 (stereo not given)	-6.9	10.5	-11.1	0.5	-0.1	11.0	-11.1	10.8	14.1
O=C(CCC(=O)NNC(=O)c1ccc([N+](=O)[O-])cc1)NCc1ccccc1	-5.6	4.1	3.6	-6.5	0.5	9.5	-11.5	23.5	-8.4
CCOC(=O)N1CCN(C(=O)CN(c2ccc(Oc3ccccc3)cc2)S(C)(=O)=O)CC1	-1.5	6.2	11.8	-8.1	1.9	6.2	-19.3	6.7	-4.5
COc1ccc(/C=C/C(=O)NCc2ccc3c(c2)OCO3)cc1OC	-3.9	14.4	-13.2	-11.4	0.5	9.6	-11.1	10.7	5.3
COc1ccc(C(=O)Nn2cnc3ccccc3c2=O)cc1[N+](=O)[O-]	-7.4	-6.0	2.2	7.7	0.0	-1.8	-18.9	-3.4	-6.7
CCc1nc(NCC2CC2)c2nnn(Cc3ccccc3)c2n1	-0.1	21.6	-0.2	-18.9	-0.6	30.2	·	-0.9	0.6
COCCCn1c(SC(C)C(=O)NC2CC2)nc2ccccc2c1=O (stereo not given)	3.0	10.0	-26.3	-4.8	0.8	2.9	-5.1	-0.6	-0.6
OCC[C@@H]1C[C@@H](O)[C@H](O)[C@]2(OCc3ccccc32)O1	-3.3	-4.0	3.0	2.7	-0.1	2.2	-2.1	-17.4	-4.0
N#C/C(=C\c1ccc(OCC(N)=O)cc1)C(=O)NC1CC1	-1.9	6.3	1.4	-7.5	1.0	0.4	4.9	16.6	-13.0
CCN1CCN(CCCOc2ccccc2-c2ccccc2)CC1	-15.6	-2.3	7.0	-2.0	1.1	3.0	-1.1	10.5	-11.9
CCc1ccc2nc3n[nH]c(N)c3cc2c1	-3.0	10.3	1.9	-7.1	-0.5	4.8	-4.6	17.5	-11.0
CCCCn1c(CNC(=O)CCC)nc2ccccc21	-7.8	0.3	-15.7	-0.5	0.1	-0.8	-3.5	18.5	-11.6
CC(C)(C)OC(=O)N1CCC(c2c(C(=O)N3CCN(C4CCCCC4)CC3)cnn2-c2ccc(F)cc2)CC1	-2.2	7.7	-5.0	-8.3	0.1	-0.1	-22.9	24.8	-24.2
NC(=O)COc1ccc(C23CC4CC(CC(C4)C2)C3)cc1	-4.8	6.0	-81.7	-3.0	1.9	19.8	-12.4	9.1	-4.9
COCCNC(=O)C(NC(=O)C1CCCCC1)C12CC3CC(CC(C3)C1)C2 (stereo not given)	-2.1	5.0	20.5	-5.7	-0.2	1.0	-6.3	-0.7	-8.7
Nc1nccnc1C(=O)OCC(=O)NCCc1ccc(Cl)cc1	-0.4	4.0	4.3	-0.8	-0.5	0.5	-11.4	10.2	-0.7
Cc1c(NC(=O)CN2C(=O)NC(C)(c3ccc(OC(F)F)cc3)C2=O)c(=O)n(-c2ccccc2)n1C (stereo not given)	-1.0	7.2	-22.1	-23.9	1.9	1.3	3.0	13.7	-2.3
COc1ccc(NC(=O)CN2CCN(CC(=O)Nc3ccccc3F)CC2)cc1OC	-0.8	8.1	-0.7	-10.1	-0.1	0.2	-9.1	-1.9	6.6
O=S(=O)(Nc1ccccc1)c1ccc2c(c1)CCO2	-1.5	20.7	21.1	-31.9	1.7	3.0	-7.1	6.3	-5.3
COC(=O)C1=C(C(=O)OC)N2C=CC=CC2(C)C(C(=O)OC)=C1C(=O)OC (stereo not given)	-7.3	8.6	-4.1	-7.4	1.0	0.7	-5.8	16.6	-3.2
COc1ccc(/C=C/c2nnc(NC(=O)CSc3ccc(Cl)cc3)s2)cc1	-2.0	-2.8	-23.9	8.1	1.5	3.8	-18.1	26.1	-4.6
COC(=O)C1(C)NC(=O)c2ccccc2N1 (stereo not given)	0.3	5.0	-23.1	-17.3	0.6	1.3	-3.9	16.6	-5.2
CN(C)S(=O)(=O)c1ccc(N2CCCC2)c(C(=O)NNC(=O)COc2ccc(Cl)cc2)c1	-3.1	7.0	-16.5	-8.2	6.8	0.5	-13.0	15.0	0.4
CCCCNC(=O)c1onc(CCl)c1C(=O)OC	-4.9	0.2	-0.8	6.5	-0.3	7.3	-2.4	-4.1	9.1
N#CCCNC(=O)Cn1c(COc2ccc(Cl)cc2)nc2ccccc21	-5.7	8.2	2.4	-7.8	0.4	-0.5	11.6	30.3	-5.2
C[C@@H](C(=O)O)[C@@H]1C[C@@]1(C)[C@@H](NC(=O)OCc1ccccc1)c1ccccc1	-3.5	2.0	4.1	2.6	0.0	10.7	-1.6	1.9	-9.8
O=C(NCc1ccccc1)C1CCCN(c2ncnc3c2nc2n3CCCCC2)C1 (stereo not given)	-3.5	6.4	-9.8	0.9	0.8	0.5	-37.0	0.6	0.2
Cc1ccc(OCC(=O)N2CCc3ccccc32)cc1	-7.3	1.9	-10.5	2.8	-0.6	0.7	-13.2	-5.8	12.9
COc1ccc(N2CCN(CC(=O)c3ccc(O)cc3O)CC2)cc1	0.0	-5.2	-7.7	9.4	6.3	1.9	-7.8	21.0	-1.8
O=C(NCc1ccccn1)C1CCN(C(=O)c2cc3sccc3n2Cc2ccc(F)cc2)CC1	-6.2	-0.6	0.6	4.9	2.7	4.0	-19.3	3.4	-2.6
COC(=O)C1=C(C)N(CCCC(=O)O)C(=O)NC1c1cccc(OC)c1 (stereo not given)	-5.7	8.4	-10.9	-3.0	0.0	2.4	-0.3	1.9	-2.8
CCOC(=O)[C@@H]1[C@H]2COc3ccccc3[C@@H]2N2C(=O)N(c3ccc(OC)cc3)C(=O)[C@]12C	-4.8	11.7	2.1	-9.2	-0.3	0.4	-21.2	-17.2	1.7

Single records, as listed above. Order of values: M1 ag, M1 PAM, TAAR1 antag, M1 antag, CHO-K1 Ca ag, TAAR1 ag, CHO parental Ca, M1 PAM parental, CHO-K1 Ca antag
`COc1ccc(N2CCN(CC(=O)c3ccc(O)cc3O)CC2)cc1` across the screens: 0.0, -5.2, -7.7, 9.4, 6.3, 1.9, -7.8, 21.0, -1.8
`O=C(NCc1ccccc1)C1CCCN(c2ncnc3c2nc2n3CCCCC2)C1` (stereo not given) across the screens: -3.5, 6.4, -9.8, 0.9, 0.8, 0.5, -37.0, 0.6, 0.2
